CASP6 VEID inh – blocks human caspase-6 cleavage activity | purified caspase-6, Z-VEID-R110 cleavage fluorescence | inhibition, % at 12.5 µM | 350,000 compounds, 0.53% hits | AID 686996;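 active means mean inhibition across replicates at least about 35%, with every replicate also reaching that limit, limit read from the data; inconclusive means only one of the two criteria met; inactive means neither criterion met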;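 further: 0% = median of neutral control wells and 100% = no fluorescence left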
Target sequence (P55212 24-179 limits assumed): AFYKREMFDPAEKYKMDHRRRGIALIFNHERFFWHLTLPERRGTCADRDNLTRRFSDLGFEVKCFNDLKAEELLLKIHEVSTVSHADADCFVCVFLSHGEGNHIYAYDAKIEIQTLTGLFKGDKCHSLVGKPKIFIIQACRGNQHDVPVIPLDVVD
Target sequence (P55212 194-293 limits assumed): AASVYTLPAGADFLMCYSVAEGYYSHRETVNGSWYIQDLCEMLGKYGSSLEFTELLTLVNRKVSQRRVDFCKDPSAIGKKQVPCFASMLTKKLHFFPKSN
RAD54 branch – blocks human RAD54 Holliday junction branch migration. FAM/BHQ fluorescence. 360,000 compounds, 0.14% hits. AID 602329. inhibition, % at 10.4 µM. Q92698;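 active means mean normalized replicate activity at least 40 and at least half of replicates scoring 40 or more; inconclusive means only one of the two criteria met; inactive means mean below 40 and under half of replicates reaching 40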;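 further: 0% = median of neutral control wells and 100% = median of positive control wells; inhibitors cause a drop in the FAM fluorescence signal; in these data hits start at about 50%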
Target sequence (Q92698 whole entry, looked up): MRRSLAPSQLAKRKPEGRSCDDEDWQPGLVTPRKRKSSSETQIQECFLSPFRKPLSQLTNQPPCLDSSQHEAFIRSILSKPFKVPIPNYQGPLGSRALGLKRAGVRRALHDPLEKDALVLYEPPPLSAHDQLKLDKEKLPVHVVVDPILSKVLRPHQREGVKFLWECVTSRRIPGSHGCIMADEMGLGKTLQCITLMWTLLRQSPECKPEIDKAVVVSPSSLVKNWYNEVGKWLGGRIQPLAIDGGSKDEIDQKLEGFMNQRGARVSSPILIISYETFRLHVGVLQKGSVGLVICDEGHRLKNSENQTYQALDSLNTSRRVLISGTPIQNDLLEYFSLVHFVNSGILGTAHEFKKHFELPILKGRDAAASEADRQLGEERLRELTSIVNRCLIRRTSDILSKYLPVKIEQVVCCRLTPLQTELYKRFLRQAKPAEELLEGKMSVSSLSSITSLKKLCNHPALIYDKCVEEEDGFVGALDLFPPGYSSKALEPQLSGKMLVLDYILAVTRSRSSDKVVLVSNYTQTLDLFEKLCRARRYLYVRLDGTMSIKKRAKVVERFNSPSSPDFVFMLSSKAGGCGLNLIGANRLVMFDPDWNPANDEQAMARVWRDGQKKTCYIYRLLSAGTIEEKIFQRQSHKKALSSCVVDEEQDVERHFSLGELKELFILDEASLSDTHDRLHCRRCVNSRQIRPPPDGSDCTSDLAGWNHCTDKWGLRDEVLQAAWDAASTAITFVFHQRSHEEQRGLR
Xi reactivation – activators of X-chromosome reactivation in mouse fibroblasts; XiGFP mouse fibroblasts, % GFP-positive cells imaging, 3 d; cells co-treated with 5-aza-dC sensitizer; scaled so ellipticine positive control = 100%; 360,000 compounds, 0.055% hits; AID 743238; activation, % at 7.58 µM;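 active means mean normalized replicate activation at least 10% and every replicate at or above 10%; inconclusive means only one of the two criteria met; inactive means mean below 10% and not all replicates reach 10%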;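 further: 0% = median of on-plate neutral control wells and 100% = ellipticine 6 µM median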
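Schedule: 3 d treatment, 15 min room-temperature fixation; system: 68-5-11 XiGFP fibroblast line; buffer or medium: DMEM plus 5-aza-dC sensitizer; control set: ellipticine 6 µM positive control; compound: one concentration, pinned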
GSIS activator – GLuc luminescence reporter in INS-1E cells, primary screen for activators of glucose-dependent secretion of insulin; activation, % at 16.6 µM; INS-1E GLuc reporter insulin secretion, 2-3 h; 370,000 compounds, 0.61% hits;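 active means lowest replicate activation of at least 40%, so every replicate reaches that level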;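 further: 0% = median of neutral control wells and 100% = median of IBMX positive control wells; some compounds called inactive have numbers as strong as hits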
RAD52 inh – blocks human RAD52 DNA annealing; P43351; recombinant RAD52 DNA annealing, FRET fluorescence; inhibition, % at 18.7 µM; 360,000 compounds, 0.46% hits; AID 651710;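 active means every replicate showing at least 50% inhibition; inconclusive means mean inhibition at least 50% but not in every replicate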
F508del corr – CFTR F508del correction in bronchial cells; 350,000 compounds, 0.36% hits; activity (quench increase), % at 7.58 µM; CFBE cells, YFP halide quenching; stimulated with forskolin plus potentiator P3; % fluorescence drop versus neutral controls;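 active means mean added fluorescence quench of at least 8% versus neutral control, with both replicates also reaching 8%; inconclusive means only one of the mean or replicate conditions met; inactive means mean below 8% and not both replicates reaching 8%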;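 further: cells transiently co-express mutant CFTR-F508del with the halide-sensitive YFP; corrector assay measuring rescue of mutant channel to the surface after 24 h compound exposure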
DENV2 CPE rescue – inhibitors of DENV2 cytopathic effect; 350,000 compounds, 1.7% hits; DENV2-infected cells, cytopathic effect rescue, plate reader; CPE inhibition, % at 9.99 µM; in the data active means CPE inhibition above about 20%, passing the limit was not always enough; inconclusive means no clear call, values can overlap the other calls; tested in BHK-21 cells;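 further: 0% = median of neutral control wells and 100% = median of positive control wells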
E-sel inducer – induces E-selectin expression in human endothelial cells; AID 686992; activation, % at 7.58 µM; 260,000 compounds, 0.37% hits; HUVEC E-selectin immunofluorescence imaging; normalized: neutral wells 0, TNF-alpha wells 100;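 active means mean E-selectin-positive cell signal at least 10% of the positive control, reached in at least 60% of replicates, without over 20% cell loss; inconclusive means no rule given, readout overlaps actives, possibly toxicity-flagged; inactive means the rest, including those meeting only one limit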;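 further: in these data hits start at about 27%; measured in HUVEC primary endothelial cells; signal is the percent of cells scored E-selectin positive by PE staining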
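material = human umbilical vein endothelial cells (HUVEC), E-selectin induction | quantity = 3,000 cells/well | medium = EGM-2 growth medium on 0.1% gelatin-coated wells | technique = immunofluorescence imaging | read-out basis = % PE-positive cells | control set = TNF-alpha positive control, DMSO neutral control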
Starred values were filed as active, the others as inactive; ? = inconclusive; . = not tested or not shown. An unsorted share of the library; any-hit rate near 3.7%.

The first two records, ahead of the listing:
SMILES	CASP6 VEID inh	RAD54 branch	Xi reactivation	GSIS activator	RAD52 inh	F508del corr	DENV2 CPE rescue	E-sel inducer
CN(C)C(=O)c1ccc(-c2ccc3c(c2)[C@H]2[C@H](CCN2C(=O)c2ccccn2)[C@H](CO)N3)cc1	.	-6	0.0	14	.	-0.7	26*	-0.2
CC(C)(C)c1ccc2c(c1)OC(C(=O)N/N=C/c1ccc([N+](=O)[O-])o1)CO2 (configuration not stated)	0	1	0.0	-18	-15	0.0	3	-0.2

The list itself, from the first entry:
SMILES	CASP6 VEID inh	RAD54 branch	Xi reactivation	GSIS activator	RAD52 inh	F508del corr	DENV2 CPE rescue	E-sel inducer
CN(C)C(=O)c1ccc(-c2ccc3c(c2)[C@H]2[C@H](CCN2C(=O)c2ccccn2)[C@H](CO)N3)cc1	.	-6	0.0	14	.	-0.7	26*	-0.2
CC(C)(C)c1ccc2c(c1)OC(C(=O)N/N=C/c1ccc([N+](=O)[O-])o1)CO2 (configuration not stated)	0	1	0.0	-18	-15	0.0	3	-0.2
CCN(CC)CCn1c(/N=C/c2ccc(OC)c(OC)c2)nc2ccccc21	-14	11	-0.2	4	-11	1.4	0	-0.2
COC(=O)c1ccc(C2=NOC(C)(c3sc(-c4ccc(Cl)cc4)nc3C)C2)cc1 (configuration not stated)	-1	-2	-0.2	-4	-1	0.6	4	0.0
COc1ccccc1C(=O)CSc1cccc[n+]1[O-]	-3	.	0.2	17	-5	-1.8	4	.
COc1cccc(S(=O)(=O)N2C[C@@H](O)COC[C@H]3O[C@@H](CC(=O)NCCCN4CCOCC4)CC[C@@H]32)c1	-48	6	0.0	16	-2	-1.9	-3	0.0
CCC(=O)Nc1ccc(C(=O)NNC(=O)c2ccc([N+](=O)[O-])cc2)cc1	3	-6	0.1	-5	-10	0.3	-1	.
CN(CC1CCCN(CCc2ccc(Cl)cc2)C1)C(=O)C(=O)c1ccco1 (configuration not stated)	-10	-1	0.0	0	-13	-2.7	-1	1.8
COc1cccc(CN2[C@H](CO)[C@@H]3c4ccccc4N(C(=O)c4cccnc4)C[C@@H]32)c1	-1	-4	0.1	4	-20	1.1	-9	0.0
COCC(=O)Nc1ccc2c(c1)C(=O)N(C)C[C@@H](OC)[C@H](C)CN[C@@H](C)CO2	.	-13	-0.2	-2	.	1.6	.	0.1
Nc1oc2ccccc2c(=O)c1-c1ccc2c(c1)OCO2	-1	3	0.1	8	-17	2.1	0	1.0
O=c1oc2ccccc2c(NCc2ccccc2)c1[N+](=O)[O-]	8	4	0.1	5	-10	1.8	-3	.
CCOc1ccc(-c2n[nH]c(=S)o2)cc1	1	.	-0.2	16	-7	-0.8	1	-0.5
COc1cc(C(=O)N2CCN(S(=O)(=O)c3ccc(C)cc3C)CC2)ccc1OCC(=O)N1CCOCC1	1	0	0.0	-2	-2	0.0	0	-0.8
O=C(/C=C/c1ccccc1)Nc1cccc(C(=O)NCc2ccccc2)c1	-2	.	0.1	-9	-5	-3.5	-4	0.1
Cn1c(=S)[nH]c2scc(-c3cccs3)c2c1=O	0	.	0.0	-12	0	-0.4	12	2.7
CCOc1ccccc1NC(=O)C1CCCN1C(=O)c1cccs1 (configuration not stated)	-3	1	0.1	0	9	-0.6	4	1.1
O=c1c(OC2OC(CO)C(O)C(O)C2OC2OC(CO)C(O)C(O)C2OC2OC(CO)C(O)C(O)C2O)c(-c2ccc(O)c(O)c2)oc2cc(O)cc(O)c12 (configuration not stated)	2	14	.	0	-17	-1.4	16	.
COc1cccc2cc(C(=O)NCc3ccccc3Cl)c(=O)oc12	-1	0	0.2	3	-16	5.5	-1	.
CO[C@H]1CN(C)C(=O)c2cc(NC(C)=O)ccc2OC[C@@H](C)N(Cc2cccc(F)c2)C[C@H]1C	.	2	0.1	-1	6	1.1	-5	0.0
CCC(C)N(CCNC(=O)c1ccc2c(c1)NC(=O)c1ccccc1S2)C1CCCCC1 (configuration not stated)	3	9	0.0	-43	12	1.3	0	.
N#C/C(=C/c1cccn1-c1cccc(C(=O)O)c1)c1ccc(Cl)cc1	84*	.	0.1	5	-30	-2.6	1	.
O=C(O)c1ccc(S(=O)(=O)Nc2cccc(CP(=O)(c3ccccc3)c3ccccc3)c2)cc1	11	-13	0.4	20	-25	1.1	3	.
Cc1noc(C)c1NC(=O)N(C)C[C@H]1Oc2c(NC(=O)C3CCOCC3)cccc2C(=O)N([C@@H](C)CO)C[C@H]1C	0	-3	0.2	18	4	-0.2	-1	0.0
COc1cccc(NC(=O)N2CC[C@@H]3[C@@H](CO)N(C)c4ccc(-c5cccc(F)c5)cc4[C@@H]32)c1	.	7	0.1	-27	.	1.5	.	0.3
COc1ccc(CN(C)C[C@H]2Oc3c(NC(=O)C4CC4)cccc3C(=O)N([C@@H](C)CO)C[C@@H]2C)cc1	2	-9	-1.0	-9	-9	0.9	-5	-0.1
COCC(=O)N1[C@H](CO)[C@H](c2ccc(C3=CCCCC3)cc2)[C@@H]1C#N	3	-7	-0.1	-1	-15	-1.3	-12	0.0
Cc1ccc(S(=O)(=O)NCCC(=O)NC2CCCCCC2)cc1	0	5	0.0	15	-1	1.0	-8	2.5
CCOC(=O)COc1ccccc1/C=N/Nc1nnc2c3ccccc3n(C)c2n1	0	-4	0.4	4	-11	-1.9	-2	7.4
CCCNC(=O)Nc1ccc2c(c1)OC[C@@H](C)N(C(=O)c1ccccc1F)C[C@H](C)[C@@H](OC)CN(C)C2=O	-3	2	-0.6	-4	18	-1.4	4	0.0
COc1ccc(-c2ccc([C@@H]3[C@H](CO)N4CCCCN(C(=O)c5ccc(F)cc5)C[C@@H]34)cc2)cc1	-1	-2	0.3	-22	-19	-1.7	-2	0.1
Cc1ccccc1C(=O)N1CCN(c2ccc(NC(=O)c3cccnc3Cl)cc2)CC1	4	.	0.0	-19	-7	-1.7	-9	-0.1
COc1ccc(S(=O)(=O)N2C[C@H](O)COC[C@H]3O[C@@H](CC(=O)NCc4ccc(Cl)c(Cl)c4)CC[C@@H]32)cc1	1	-7	-0.1	-25	6	0.2	-9	0.3
C[C@H]1CN([C@@H](C)CO)C(=O)Cc2cc(NC(=O)Cn3cnnn3)ccc2O[C@@H]1CN(C)S(=O)(=O)c1cn(C)cn1	1	-3	0.0	10	-5	-0.8	18	-7.0
Clc1ccccc1N1CCN(Cc2ccco2)CC1	-3	-5	-0.1	.	-6	.	2	.
C[C@@H](C(=O)N1CCN(c2ccccc2)CC1)N1C(=O)C2CC=CCC2C1=O (some centres not stated)	-2	9	0.0	17	-12	1.7	6	.
Cc1cccc(Nc2nc(-c3sc(C)nc3C)cs2)c1	1	8	0.0	-2	0	1.3	-6	.
C[C@H]1COC(=O)[C@@H](CC(=O)OC(C)(C)C)C/C=C\C[C@@H](CC(=O)N(CCO)Cc2ccccc2)C(=O)N1	-3	-9	0.0	-2	-4	1.9	-7	-0.5
CCOC(=O)c1ccc(NC(=O)NCCc2cnc[nH]2)cc1	-9	-8	0.0	6	-9	-1.9	2	.
Cc1ccc(S(=O)(=O)N(C)C)cc1NC(=O)CSc1nnnn1-c1ccc(O)cc1	4	9	0.0	-11	-1	0.9	0	-2.2
C=CCOc1cccc(C2/C(=C(\O)c3ccc4c(c3)OCCO4)C(=O)C(=O)N2Cc2cccnc2)c1 (configuration not stated)	1	.	0.0	9	2	-2.0	2	2.9
CC(=O)c1cnc2c(C(=O)O)cnn2c1C	1	3	.	0	-9	3.3	-2	.
COc1ccc(-n2c(SCC(N)=O)nnc2-c2ccco2)cc1	0	1	0.0	17	-10	-1.7	-5	-0.1
O=C(c1ccccc1)N1Cc2ccccc2[C@H]2OC(c3ccc(OCCCO)cc3)=N[C@@]2(CCS(=O)(=O)c2ccccc2)C1=O	-3	-4	.	.	-6	4.6	-3	.
C=CCn1c(SCC(=O)N(CC)C2CCS(=O)(=O)C2)nc2cc(C(=O)O)ccc2c1=O (configuration not stated)	-40	-6	0.1	.	-10	0.2	6	.
COc1cccc(-c2c(C(=O)N/N=C/c3ccc(C)s3)nnn2-c2nonc2N)c1	1	-1	0.0	5	-12	3.7	0	.
O=C(c1cccnc1)N1CC2(C1)[C@H](c1ccccc1)[C@@H](CO)N2Cc1cccnc1	1	.	0.1	0	-17	3.1	-5	0.0
Cc1cccc(C=Nc2ccc3c(c2)oc2ccccc23)c1O	-3	-1	0.0	6	-18	1.8	-4	.
COc1cc(C=C2C(=O)OC(c3ccccc3)OC2=O)cc(Br)c1O (configuration not stated)	1	.	0.3	-12	-19	-0.5	.	.
CN(C)CCC(=O)N1c2ccccc2Sc2ccc(Cl)cc21	-4	-6	-0.1	-16	-6	0.4	-1	.
C[C@@H]1CN([C@@H](C)CO)S(=O)(=O)c2ccc(C3=CCCCC3)cc2O[C@@H]1CN(C)C(=O)Cc1ccncc1	-1	10	-0.1	2	-10	0.0	17	0.1
CCOc1ccccc1NC(=S)N(CCC(C)C)C1CCN(C(C)=O)CC1	3	5	-0.2	.	0	3.8	-1	-0.2
O=S(=O)(Nc1ccc(Cl)cn1)c1cccc(S(=O)(=O)c2ccccc2)c1	1	.	-0.1	-1	-7	2.6	-1	.
Cc1ccc(S(=O)(=O)NC(C)C(=O)NCc2ccc(Cl)cc2)cc1 (configuration not stated)	1	2	-0.1	.	-18	-2.0	-3	1.7
CCOC(=O)[C@]12CCCC=C1N(Cc1ccc3c(c1)OCO3)C(=O)[C@H](CC(=O)N1CCOCC1)C2	-1	.	-0.1	.	-4	-2.6	-8	.
CCC1=C(OC(=O)N(CC)CC)N2C(=O)OC(=NCC(=O)OC)[C@]2(C)[C@H]2C1=CC[C@H]1C(=O)NC(=O)[C@H]12	0	-8	0.0	.	-4	1.0	13	-0.2
COc1ccc(N2CCN(C(=O)CN(Cc3ccccc3)S(C)(=O)=O)CC2)cc1	-1	.	.	-3	-12	0.0	?	.
Cc1ccc(Oc2ncccc2NC(=O)CCCC(=O)O)c2c1CCC2	1	10	-0.1	7	-13	-2.5	-6	1.6
C[C@@H]1CN([C@H](C)CO)S(=O)(=O)c2ccc(-c3ccccc3)cc2O[C@H]1CN(C)C	3	-8	-0.8	2	7	2.0	-3	0.4
O=[N+]([O-])c1ccccc1CNC1CCCc2ccccc21 (configuration not stated)	0	-11	-0.1	15	-14	-1.9	6	0.3
(further entries)
SMILES	CASP6 VEID inh	RAD54 branch	Xi reactivation	GSIS activator	RAD52 inh	F508del corr	DENV2 CPE rescue	E-sel inducer
S=c1nc2ccccc2c2nc(-c3ccccc3Cl)[nH]n12	1	.	0.0	9	8	2.5	-4	0.1
C[C@@H]1CN([C@@H](C)CO)C(=O)c2cc(NS(=O)(=O)c3ccc(F)cc3)ccc2O[C@H]1CN(C)S(C)(=O)=O	.	.	0.0	9	.	1.1	.	-1.8
Cc1c(O)c(C)c2c(c1O)C(=O)C[C@@H](c1ccccc1)O2	-3	7	0.1	0	-8	-1.8	?	-0.2
c1ccc2c(c1)CCCN2c1nc2ccccc2n2cnnc12	1	-1	-0.2	4	-16	1.2	3	0.1
CC(=O)NC1=NN(C(C)=O)C(c2ccc(F)cc2)S1 (configuration not stated)	0	.	0.0	1	-18	-0.3	?	.

Screening results from PubChem.
